KKLEB tox: reduces viability of KKLEB cystic fibrosis airway cells. KKLEB CF airway cells viability, ATPlite luminescence, overnight; stronger effect = lower value; cells stimulated with P. aeruginosa culture filtrate. activity change (cytotoxicity), % at 5 µM. actives 0.36% (n = 360,000). AID 602141;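 active = corrected activity change at or below -50% at 5 µM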
TRAIL sens C8: caspase-8 TRAIL sensitization; NB7+C8 cells + TRAIL, ATPlite viability luminescence; actives 1% (n = 360,000); inhibition (viability loss, TRAIL sensitization), % at 10 µM; AID 624354;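 active = compounds causing at least 50% loss of cell viability in the single-dose screen, relative to plate controls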
HIF-2a inh: HIF-2a inhibition | inhibition, % at 18.8 µM | 786-0 RCC cells HIF-2a reporter, luciferase luminescence, overnight | actives 0.72% (n = 360,000);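 active = inhibition of the luminescence signal of 40% or more relative to plate controls, in a single-dose primary screen at 18.75 µM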
TROY signal inh: blocks TROY-dependent signaling in reporter cells; Q293 LMP1-TROYcd NF-kB luciferase reporter, 4 h; inhibition, % at 10 µM; actives 0.98% (n = 360,000);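 active = compounds whose plate-normalised and pattern-corrected inhibition of the luciferase reporter signal at the single screening dose is 50% or more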
CF NFkB block: blocks PAF-induced NF-kB reporter in cystic fibrosis cells; actives 0.86% (n = 360,000); AID 588850; inhibition, % at 5 µM; KKLEB NF-kB-GFP reporter, GFP fluorescence overnight;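 active = at least 50% inhibition at 5 µM, scaled per plate between neutral and stimulator controls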;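 note: PAF is a Pseudomonas aeruginosa culture filtrate used as stimulus; plate controls were PAF-stimulated DMSO wells for no effect and unstimulated DMSO wells for full effect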
Peg3 prom inh: Peg3 promoter activity inhibition | AID 588405 | actives 1.7% (n = 360,000) | HeLa PEG-Prom luciferase reporter, luminescence, overnight | inhibition, % at 20 µM;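 active = inhibition of at least 50% at 20 µM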
NR2E3 ag-1: agonists of human NR2E3 nuclear receptor. Q9Y5X4. CHO-S Gal4-NCOR/VP16-NR2E3 two-hybrid, luciferase. inhibition of corepressor binding, % at 3.98 µM. AID 602229. actives 0.35% (n = 360,000);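 active = inhibition above the mean of all tested compounds plus 3 SD, cut at about 70% in these data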;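 note: 0% = DMSO with NR2E3 transfected cells and 100% = cells lacking NR2E3 construct; higher means lower luciferase signal from less NR2E3 corepressor binding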
Target sequence (Q9Y5X4 whole entry, looked up, the tested form may be a part): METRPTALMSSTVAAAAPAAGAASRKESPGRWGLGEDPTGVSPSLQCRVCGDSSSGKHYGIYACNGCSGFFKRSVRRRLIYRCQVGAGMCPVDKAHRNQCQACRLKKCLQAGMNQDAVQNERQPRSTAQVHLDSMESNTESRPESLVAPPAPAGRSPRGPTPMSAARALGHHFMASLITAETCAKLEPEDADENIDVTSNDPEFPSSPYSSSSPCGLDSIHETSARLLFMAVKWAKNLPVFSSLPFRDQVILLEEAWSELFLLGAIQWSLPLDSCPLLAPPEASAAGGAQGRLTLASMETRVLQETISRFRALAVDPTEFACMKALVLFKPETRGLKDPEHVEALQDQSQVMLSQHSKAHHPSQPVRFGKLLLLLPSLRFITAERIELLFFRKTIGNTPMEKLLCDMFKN
TRPM1 prom inh: reduces MITF-dependent TRPM1 promoter luciferase signal | AID 488899 | SK-MEL-5 TRPM1 promoter luciferase, 24 h | actives 0.83% (n = 330,000) | inhibition, % at 12.5 µM;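 active = mean inhibition across replicates of 60% or more, whatever share of single replicates reaches that level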; note: values of inactives mirror those of a sister screen read the other way
Shn3 inh set2: Schnurri-3 reporter inhibition in Clone20 osteoblasts | AID 588674 | inhibition, % at 12.5 µM | Clone20 osteoblast Shn3 3'UTR firefly luciferase, 24 h | actives 0.52% (n = 360,000);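 active = mean inhibition of at least 75% with every replicate also reaching 75%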;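 note: 0% = median of neutral control wells and 100% = pilot-screen positive control compound; some compounds past the cut are filed as inactive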
NR2E3 ag-2: agonists of human nuclear receptor NR2E3; actives 0.12% (n = 320,000); Q9Y5X4; inhibition of corepressor binding, % at 4.78 µM; AID 2300; GST-NR2E3/biotin-RetCOR TR-FRET, 1536-well;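 active = percent inhibition above the cutoff of mean plus 3 SD of all tested compounds, set per screening campaign, cut at about 20% in these data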;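 note: 0% = DMSO wells and 100% = biotin wells as full block of FRET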
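System: GST-tagged NR2E3 plus biotinylated RetCOR corepressor; Amount: 1.35 nM GST-tagged NR2E3 final; Dosing: single nominal compound dose of 4.8 µM; Schedule: 5 h incubation at 4 °C; Technique: TR-FRET with europium anti-GST and streptavidin-D2, 340 nm excitation; Controls: biotin wells as high control, 0.6% DMSO wells as low control.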
TWEAK Fn14 block: blocks TWEAK-Fn14 interaction in a reporter cell assay | AID 1159606 | TWEAK-stimulated Fn14 reporter cells, luciferase luminescence, 8 h | inhibition, % at 10 µM | actives 2% (n = 360,000); in the data active = inhibition above about 50%
Active calls of the source: *; x = no result given. This is a subset; count on the stated rates, not on these rows.

SMILES | KKLEB tox | TRAIL sens C8 | HIF-2a inh | TROY signal inh | CF NFkB block | Peg3 prom inh | NR2E3 ag-1 | TRPM1 prom inh | Shn3 inh set2 | NR2E3 ag-2 | TWEAK Fn14 block
O=c1ccn(Cc2ccccc2)cc1 | -1.9 | -8.5 | 0.5 | -2.8 | -16.2 | 4.8 | -19.1 | -9.6 | -10.1 | 0.9 | 22.8
O=C(Nc1ccc(S(=O)(=O)NC2=NCCCCC2)cc1)c1cccs1 | 3.7 | -9.6 | 3.2 | 1.2 | 2.7 | 1.6 | -13.4 | 0.3 | 11.0 | x | 0.5
CC1(C)CC(=O)C2=C(C1)N(Cc1ccco1)C(=O)C2(O)C(F)(F)F (stereo not given) | -15.8 | -7.7 | 11.6 | -15.3 | -8.4 | 0.4 | 18.3 | -6.9 | -24.8 | -1.8 | -3.3
COC(=O)CC/C(C)=N\Nc1ccc([N+](=O)[O-])cc1[N+](=O)[O-] | 4.1 | -0.6 | 3.7 | -1.7 | -17.1 | 14.2 | 10.7 | 4.6 | 24.7 | 0.5 | -18.1
O=C(NC1CC2CCCC(C1)N2C(=O)NC1CCCCC1)c1ccccc1 (stereo not given) | -22.4 | 20.1 | 9.9 | 17.6 | -1.0 | 7.4 | -37.4 | 0.6 | -1.5 | -1.7 | -2.6
Cn1nnc(NC(=S)NC(=O)c2cccc3c(Br)cccc23)n1 | -0.6 | -22.0 | 10.1 | -9.4 | 8.9 | -0.8 | 0.1 | -4.9 | -17.1 | 4.2 | 8.1
O=C(Cn1ncc2c(=O)oc3ccccc3c21)NCc1cccnc1 | 15.1 | -3.2 | -3.3 | 8.3 | -11.7 | -2.9 | -11.2 | 7.9 | 15.8 | 1.6 | -2.0
C=CCn1cc(CN2CCC(C(=O)Nc3cccc(-c4cccc(F)c4)c3)CC2)c(C)n1 | -17.4 | 7.7 | 10.3 | 7.5 | 27.1 | 15.9 | 5.0 | -21.7 | -11.5 | 3.9 | 8.4
O=C(c1cc(F)ccc1F)C1CCCN(C(=O)c2ccco2)C1 (stereo not given) | 0.7 | 1.5 | -1.4 | -24.5 | -7.5 | 44.9 | -20.6 | 14.4 | 13.7 | 4.1 | 13.9
Cc1c(Cl)cccc1NC(=S)NCc1cccn1C | 2.9 | 3.9 | 13.5 | -8.7 | 2.4 | 0.0 | -9.6 | 9.6 | -14.2 | 2.2 | 4.8
Cc1ccc(-c2cc3cccc[n+]3cc2-c2ccc(C)cc2)cc1 | -46.2 | 24.0 | 25.1 | 39.3 | 34.7 | 25.3 | -13.6 | 36.0 | 82.2 | -1.8 | 38.4
COc1ccc(-c2csc(NC(=O)c3cccc(N4C(=O)CCC4=O)c3)n2)cc1OC | -20.4 | 9.6 | 3.1 | 8.1 | 6.2 | 12.0 | 4.8 | 3.0 | 62.5 | -2.8 | 0.7
CCN(CC)CCCOC(=O)C1(c2ccccc2)CCCC1 | 8.2 | 10.4 | 22.1 | -3.6 | -10.2 | 0.3 | -22.2 | 9.1 | 17.3 | -1.8 | 9.5
Cc1nn(Cc2ccc([N+](=O)[O-])cc2)c(=O)n1-c1c(F)cccc1F | -9.1 | -7.1 | 21.4 | -2.6 | 5.6 | 15.6 | 4.5 | -1.1 | -2.9 | -0.3 | -13.8
O=C(NCC1CCCN(Cc2ccccc2F)C1)c1cccc(C(F)(F)F)c1 (stereo not given) | 5.9 | 5.5 | 14.1 | 5.9 | 11.3 | 15.3 | -11.4 | 3.5 | -14.0 | 5.2 | 3.8
Nc1cc(N)nc(SCC(=O)Nc2ccccc2)n1 | -3.8 | 3.1 | 13.9 | 1.5 | 8.5 | 12.2 | -9.1 | 0.0 | -10.8 | 2.8 | 0.2
CCC1CCCCN1C(=O)Cn1c(C(=O)OC)cc2ccsc21 (stereo not given) | 6.1 | -0.6 | 18.9 | 9.9 | -14.5 | 9.1 | 4.3 | -5.4 | -10.1 | 1.3 | 11.0
Cc1nn(Cc2ccc(C(=O)O)o2)c(C)c1[N+](=O)[O-] | -6.2 | -1.9 | 17.9 | 0.0 | 6.4 | -10.9 | -3.4 | -0.3 | -12.9 | -1.4 | -7.3
COc1ccc(Cc2c(-c3cccc(Cl)c3)nc3cc(C)c(Br)c(C)n23)c(C)c1 | x | 4.1 | -10.8 | -14.7 | x | x | -18.4 | x | x | x | 7.4
O=C(NCC1CCCO1)c1ccc2c(c1)OCO2 (stereo not given) | 22.2 | -2.5 | -40.5 | -31.1 | 1.3 | -28.3 | 1.5 | -7.5 | -14.3 | 0.8 | 6.4
CCS(=O)(=O)Nc1ccc(C2=NN(S(=O)(=O)CC)C(c3cccs3)C2)cc1 (stereo not given) | 22.0 | 12.4 | -28.5 | -7.4 | -10.7 | -14.7 | 1.1 | -7.9 | -4.8 | -0.5 | -8.9
CCc1ccc(N(CC(=O)NC2CCCCC2)C(=O)CNC(=O)c2ccco2)cc1 | 6.6 | 13.0 | 11.9 | -14.1 | -3.7 | -9.5 | -22.5 | -1.1 | -17.2 | 2.3 | 35.2
Cn1cccc1Cc1nnc(SCC(=O)Nc2ccccc2F)n1CCc1ccccc1 | -6.6 | 3.8 | -20.1 | -16.1 | 12.7 | 9.1 | -11.7 | -2.8 | -1.5 | -0.6 | 12.3
Cc1ccc(S(=O)(=O)N(C)C)cc1NC(=O)CCNC(=O)c1ccccc1Cl | -8.6 | 4.6 | 6.7 | 7.8 | 11.2 | 9.8 | 8.8 | -3.6 | 2.8 | 0.4 | -18.9
CCCn1c(N)cc(=O)n(CCC)c1=O | 11.3 | -1.7 | 11.8 | 10.4 | 1.7 | -1.5 | -10.5 | 5.5 | -1.6 | 0.6 | 13.7

Whole records as entered above. Values in the order: KKLEB tox | TRAIL sens C8 | HIF-2a inh | TROY signal inh | CF NFkB block | Peg3 prom inh | NR2E3 ag-1 | TRPM1 prom inh | Shn3 inh set2 | NR2E3 ag-2 | TWEAK Fn14 block
Cc1nn(Cc2ccc([N+](=O)[O-])cc2)c(=O)n1-c1c(F)cccc1F is listed with -9.1 | -7.1 | 21.4 | -2.6 | 5.6 | 15.6 | 4.5 | -1.1 | -2.9 | -0.3 | -13.8
CCc1ccc(N(CC(=O)NC2CCCCC2)C(=O)CNC(=O)c2ccco2)cc1 is listed with 6.6 | 13.0 | 11.9 | -14.1 | -3.7 | -9.5 | -22.5 | -1.1 | -17.2 | 2.3 | 35.2

(listing goes on)
SMILES | KKLEB tox | TRAIL sens C8 | HIF-2a inh | TROY signal inh | CF NFkB block | Peg3 prom inh | NR2E3 ag-1 | TRPM1 prom inh | Shn3 inh set2 | NR2E3 ag-2 | TWEAK Fn14 block
CCOC(=O)N1N=C(c2ccccc2)CC1(O)C(C)(F)F (stereo not given) | 1.1 | -0.3 | 10.7 | 1.2 | 6.9 | 1.7 | -15.2 | 4.6 | -2.3 | 1.9 | -0.7
CCCCC(=O)NNC(=S)NC(=O)c1ccc(C)cc1 | -1.5 | 1.0 | 8.5 | -24.6 | 2.8 | 12.4 | -35.0 | 3.2 | -22.3 | 0.3 | -20.0
CCCCNC(=O)CSc1nc2ccc(C)cc2[nH]1 | 2.1 | -2.6 | 6.3 | -3.4 | 10.7 | 3.2 | 7.8 | 8.6 | 0.9 | 2.2 | 4.5
O=C1c2ccccc2C(Nc2ccc(Cl)cn2)N1Cc1ccccc1 (stereo not given) | 3.0 | 11.6 | 8.4 | -7.5 | -10.0 | 14.4 | -30.7 | -1.9 | -6.8 | 3.3 | 16.2
COc1cc(C(=O)OCC(=O)c2c(N)n(C)c(=O)n(C)c2=O)ccc1OCCC(C)C | -0.7 | 0.0 | 2.6 | 22.2 | 0.1 | 12.3 | -14.1 | 1.1 | 8.9 | 3.7 | -24.2
CCCn1c(=O)c2ccccc2n2c(SCC(=O)c3cc(C)n(CCOC)c3C)nnc12 | 5.5 | -3.5 | 7.1 | -15.6 | 2.1 | 8.4 | -15.2 | 1.7 | -7.9 | x | -15.4
O=S(=O)(N/N=C/c1ccc(OC2CSC2)cc1)c1ccccc1 | 13.5 | 10.8 | 5.4 | 0.5 | -22.2 | 14.1 | 1.6 | -5.6 | 14.7 | -4.3 | 6.7
Clc1ccc(-c2nnc(-c3ccccc3)c(-c3c[nH]c4ccccc34)n2)cc1 | 3.8 | -4.9 | -27.3 | -22.4 | -21.2 | -21.2 | -21.7 | -8.7 | -0.1 | 4.0 | -26.3
CCOc1ccc(C2NC(=O)NC(C)=C2C(=O)OCc2ccccc2)cc1 (stereo not given) | -8.4 | 4.8 | 29.0 | 20.2 | 15.2 | 33.5 | 1.4 | -11.1 | -71.5 | 2.0 | -8.4
CCN(C(=O)CCN1C(=O)c2ccccc2C1=O)C1CCCCC1 | 7.0 | 5.8 | 16.9 | -25.1 | 7.8 | 11.2 | -13.3 | 7.5 | 4.0 | -0.3 | 12.3
COC(=O)C(C)Oc1ccc(Cc2ncc(C(F)(F)F)cc2Cl)cc1 (stereo not given) | 2.1 | -12.8 | 14.0 | 6.7 | -4.1 | 8.1 | 13.3 | 7.1 | 10.6 | 3.0 | 12.9
O=C(CSc1nc2ccccc2s1)c1cc2ccccc2o1 | -5.0 | -3.4 | -98.6 | -5.5 | -17.8 | -39.2 | -10.8 | 1.2 | -6.8 | -4.4 | -11.1
COC(=O)c1ccc(N2CCCCC2)c(NS(=O)(=O)c2ccc(C)cc2)c1 | -6.3 | -2.5 | -5.9 | -10.7 | -4.0 | 23.9 | -6.5 | 8.1 | -3.7 | -2.9 | -6.1
O=C(CN1C2=NCCCN2c2ccccc21)c1ccc(Br)s1 | -2.0 | 2.8 | 23.9 | -10.0 | -1.8 | 14.3 | -4.0 | 9.1 | 12.4 | -1.5 | -29.1
Cn1c(=O)[nH]c(=O)c2c1nc(CN1CCN(c3ccccc3F)CC1)n2CCc1ccccc1 | 4.3 | -4.5 | 1.3 | -13.4 | -8.7 | 7.0 | -20.3 | x | 8.7 | 4.9 | -13.1
CC(/C=N/NC(=O)c1ccc(Cn2cc([N+](=O)[O-])cn2)o1)=C\c1ccccc1 | -11.2 | 24.0 | -221.4 | -48.2 | -14.5 | -114.7 | -52.4 | -38.7 | -23.3 | -1.7 | -53.2
CCC(=O)N1CCc2cc(S(=O)(=O)NCCC(=O)NCc3ccccc3Cl)ccc21 | 1.0 | -22.3 | 13.4 | -16.7 | 4.7 | 6.8 | -8.4 | 5.2 | -5.4 | -1.4 | 8.6
Cc1nc2c(nnn2Cc2ccccc2Cl)c(=O)[nH]1 | 8.7 | 0.6 | 18.6 | 2.2 | -7.9 | 9.1 | -3.0 | 0.1 | 7.7 | -2.3 | -12.5
O=C(CN1CCCCC1)NCCNC(=O)CN1CCCCC1 | -6.3 | -20.4 | 3.3 | 5.0 | -1.2 | -3.8 | -15.2 | -7.5 | -23.5 | -3.9 | -2.9
Cc1ccc(C)c(NC(=S)NNC(=S)Nc2ccc(C(C)C)cc2)c1 | 6.5 | -1.4 | -102.7 | 1.7 | 26.1 | -17.6 | -17.7 | -23.0 | 3.3 | -4.5 | -29.5
COc1ccc(C2=CC(=O)CC(c3ccc(F)cc3)C2)cc1 (stereo not given) | -13.6 | 4.5 | -27.2 | -17.3 | 23.7 | -19.6 | 4.5 | -15.6 | 17.9 | 1.4 | -22.9

Compound activity: PubChem, several laboratories
